FLuc stim CS: affects firefly luciferase, flagging false hits in luciferase stimulation screens. ATPlite luciferase biochemical, luminescence, 10 min; 0 = ATP-free wells, 1 = DMSO control. activation factor at 10 µM. 200,000 tested, under 10 active;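 active means luciferase activation factor, scaled between plate controls, of at least 2 with compound at 10 µM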
Target sequence (P08659 whole entry, looked up): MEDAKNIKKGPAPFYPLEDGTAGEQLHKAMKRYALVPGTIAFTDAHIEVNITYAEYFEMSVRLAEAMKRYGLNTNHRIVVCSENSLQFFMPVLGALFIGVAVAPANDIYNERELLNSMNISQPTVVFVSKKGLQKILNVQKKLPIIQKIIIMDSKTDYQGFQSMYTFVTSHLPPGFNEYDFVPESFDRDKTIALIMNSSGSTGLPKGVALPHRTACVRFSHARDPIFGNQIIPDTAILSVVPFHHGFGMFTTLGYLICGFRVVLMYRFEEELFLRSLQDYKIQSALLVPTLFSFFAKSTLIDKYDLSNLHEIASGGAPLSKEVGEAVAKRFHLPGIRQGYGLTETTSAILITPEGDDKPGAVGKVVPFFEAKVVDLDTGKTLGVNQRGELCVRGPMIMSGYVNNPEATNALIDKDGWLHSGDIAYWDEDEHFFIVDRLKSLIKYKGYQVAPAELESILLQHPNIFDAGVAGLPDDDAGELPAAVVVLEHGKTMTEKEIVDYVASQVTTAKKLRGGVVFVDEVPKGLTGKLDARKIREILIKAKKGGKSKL
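Material: Luciferase/luciferin reagent mix | Doses: Test compounds dosed from 2 mM stocks in 100% DMSO | Timing: 10 min incubation after luciferase reagent addition, room temperature | Measured by: Luminescence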
STAT1 act: increases IFN-gamma driven STAT1 reporter signal. NIH 3T3 STAT1-luciferase reporter, luminescence; 100% = IFN-gamma alone, no compound. activation (% of control), % at 5.5 µM. 2.6% of 200,000 active. AID 932;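 active means activation above the screen-wide mean activation plus 3 SD, cut at about 130% in these data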;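 further: raw ratio to IFN-gamma control signal so 100% means no change and 0% no light; values of inactives mirror those of a sister screen read the other way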
APP 5UTR inh: APP translation inhibition; SH-SY5Y APP 5'UTR-luciferase reporter, luminescence; inhibition, % at 2 µM; 0.82% of 190,000 active; AID 1285;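 active means inhibition above a set limit, derived from the sample mean plus 3 SD, cut at about 45% in these data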; further: values of inactives mirror those of a sister screen read the other way
HMGR II inh: E. faecalis class II HMG-CoA reductase inhibition; 0.41% of 190,000 active; purified E. faecalis HMGR, NADPH absorbance 340 nm kinetic; inhibition, % at 10 µM;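 active means inhibition above a set limit, the median over all tested compounds plus 3 SD, cut at about 9.5% in these data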;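 further: enzyme runs in reverse so mevalonate oxidation gives rising NADPH absorbance; 0% = complete reaction with DMSO and 100% = background rate lacking mevalonate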
APP 5'UTR act: activates APP 5'UTR luciferase reporter; SH-SY5Y APP 5'UTR luciferase reporter, luminescence; zero percent = DMSO vehicle wells; activation, % at 2 µM; 1% of 190,000 active;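 active means activation above a set limit, based on mean plus 3 SD of controls, cut at about 140% in these data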; further: values of inactives mirror those of a sister screen read the other way
Redox H2O2 prof: compounds producing H2O2 with reducing agent – biochemical, NIH compound library profiling, artefact control for MLSCN library redox annotation, primary screen; DTT-dependent redox cycling H2O2, phenol red/HRP absorbance; 100% = 100 µM peroxide control, 0% = buffer; activation, % at 10 µM; 0.03% of 200,000 active;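 active means activation of at least 50% relative to the plate's high and low controls in the primary single-dose screen; inactive means activation below 50%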;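 further: compound incubated with DTT at 0.8 mM final as the reducing agent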
NF-kB expr up: raises NF-kB expression in human neuronal cells | NF-kB reporter expression; hits give high values | fold change at 12.5 µM | 1.6% of 190,000 active; in the data active means fold change above about 3.3
Hsp70 act: Hsp70 transcriptional activation, primary screen | AID 1203 | activation, % at 10 µM | HeLa Hsp70 promoter luciferase reporter, luminescence; scaled: vehicle 0, proteasome-inhibitor control 100% | 0.04% of 200,000 active;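 active means activation above the mean across all tested compounds plus 3 SD, cutoff set per campaign, cut at about 5.5% in these data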;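 further: 100% = MG132 at 30 µM as the positive control and 0% = DMSO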
FLuc inhib CS: Photinus pyralis luciferase inhibition counter-screen; P08659; ATPLite firefly luciferase biochemical luminescence, 10 min; inhibition, % at 10 µM; 1.5% of 200,000 active; AID 1006;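 active means inhibition above about 50% when tested at 10 µM, limit read from the data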
G6PDH CS: counter-screen for G6PDH assay hits: L. mesenteroides G6PDH inhibition; Purified L. mesenteroides G6PDH, diaphorase/resazurin coupled fluorescence, 45 min; inhibition, % at 5 µM; 0.12% of 200,000 active; AID 1020; in the data active means inhibition above about 50%
* = called active by the depositor; . = not tested or not shown.

SMILES	FLuc stim CS	STAT1 act	APP 5UTR inh	HMGR II inh	APP 5'UTR act	Redox H2O2 prof	NF-kB expr up	Hsp70 act	FLuc inhib CS	G6PDH CS
COc1cc2c3c(c1OC)C1(C=CC(=NNC(N)=O)C=C1)CC3N(C(C)=O)CC2 (configuration not stated)	1	106	0	-2	0	0.0	1.3	-0.6	-3	0
C=CCN1C(=O)CN=C1Nc1ccccc1	1.1	98	4	-2	-4	-0.2	1.6	-0.1	-7	15
COc1cccc(CNC(=O)CN2C(=O)CSc3ccc(S(=O)(=O)N4CCCC4)cc32)c1	1	96	-5	0	5	0.4	1.1	0.1	-2	-3
Cc1ccc(CN2C(=O)CCC2C(=O)NCCCN2CCOCC2)cc1 (configuration not stated)	1	102	-10	-4	10	-0.3	1	-0.3	-5	7
CCOc1ccc(NC(=O)CCCn2c(=S)[nH]c3ccsc3c2=O)cc1	1.1	97	-2	5	2	-0.1	1.1	-0.3	-6	6
CN1CCN(C(=S)Nc2ccc(Cl)cc2Cl)CC1	1	101	11	0	-11	-0.2	1.3	-0.2	1	2
CCn1c(=O)cc(SCC(=O)N2CCN(C)CC2)c2ccccc21	1	91	-4	0	4	0.1	1.5	0.0	-3	5
CCc1cccc(NC(=O)c2ccc(Br)o2)c1	1	107	-21	1	21	0.1	1.5	-0.5	-2	2
Cc1ccc(-n2ncc3c(=O)[nH]c(SCC(=O)N4CCC(C)CC4)nc32)cc1C	1.1	103	-10	-10	10	-1.5	1	-0.4	-9	-61
CCOC(=O)c1sc(N/N=C/c2ccccc2)nc1C	0.8	152*	-134	9.9*	134	-0.5	2.6	-0.2	16	6
CCC(C)c1ccc2oc(-c3ccc(NC(=O)c4ncn[nH]4)cc3)nc2c1 (configuration not stated)	0.9	85	0	-1	0	-0.3	1	-0.1	6	-32
CC(c1cc2ccccc2s1)N(O)C(N)=O (configuration not stated)	1	.	.	-2	.	.	.	0.1	2	7
CCS(=O)(=O)C(=C(Nc1ccc(OC)cc1)Nc1ccc(OC)cc1)S(=O)(=O)CC	1.1	88	2	-1	-2	1.2	0.91	-0.1	-9	1
NC(=O)C1CCN(C(=O)CSc2ccccn2)CC1	1.2	89	1	0	-1	2.6	1.1	-0.3	-21	6
CC(=O)Nc1ccc(C(=O)OCC(=O)NC(=O)NC2CCCCC2)cc1	1	113	6	1	-6	1.1	0.96	-0.2	-1	18
CCOC(=O)c1ccc[n+](CC(=O)Nc2ccccc2OC(F)F)c1	1	98	-22	-2	22	0.2	1	-0.2	-5	6
CCOC(=O)c1sc2nc(N3CCOCC3)c3c(c2c1N)CC(C)(C)N(C)C3	1	104	-12	-2	12	2.0	0.99	-0.4	-1	6
COc1cc(/C=C2\C(=O)N(CCC#N)N=C2C)c(Br)cc1OC(C)C	1.1	100	-6	-2	6	0.1	1.1	-0.4	-11	5
Cc1ccc(C)c(OCCSc2nnc(C)c(=O)[nH]2)c1	1.1	92	-10	-5	10	-1.2	0.92	-0.4	-7	13
CC(Oc1ccc([N+](=O)[O-])cc1Cl)C(=O)Nc1ccc(C(N)=O)cc1 (configuration not stated)	1	99	0	6	0	-2.0	1.3	-0.2	-3	10
CN(C)C(=O)C1C2NC(=S)N(c3ccc(Cl)cc3)C1(C)Oc1ccc(Cl)cc12 (configuration not stated)	1	102	-10	-5	10	0.0	1.1	0.2	-1	4
CC12/C(=N/O)C3C4CC5C3/C(=N/O)C1C5C42 (configuration not stated)	1.1	98	-5	-2	5	1.9	1.3	0.0	-6	4
COc1cc(C(=O)N2CCC(NC(=O)C(Cc3ccccc3C)NC(C)=O)CC2)cc(OC)c1OC (configuration not stated)	1	109	-8	-4	8	-1.6	1.2	0.0	0	0
Cc1ccccc1NC(=O)/C=C1\SC(=O)NC1=O	1.1	88	15	0	-15	-1.7	1.4	0.1	-9	5
O=c1c2ccccc2c(C=NCc2ccccn2)c(O)n1-c1ccccc1	1.1	96	10	5	-10	0.1	1.1	-0.1	-6	0
Cc1cc(C)cc(NC(=O)COc2ccc(C(=S)N3CCOCC3)cc2)c1	1.1	97	5	4	-5	-0.3	1.1	-0.3	-8	3
O=c1[nH]c(=S)[nH]c2c1C(c1cc([N+](=O)[O-])c(N3CCOCC3)cc1N1CCOCC1)O2 (configuration not stated)	1	96	14	-7	-14	-1.5	1	0.1	-3	5
N#CC(C(=O)NC1CCCCC1)=C1CCCCC1	1	95	0	0	0	0.9	0.95	-0.2	-4	4
CCOC(=O)[C@@H]1C(c2c(OC)cc(OC)cc2OC)=NO[C@@H]1C(=O)OCC	1.1	100	4	3	-4	-0.4	1.3	-0.3	-5	2
COc1cccc(CNS(=O)(=O)/C=C/c2ccc3c(c2)OCO3)c1	1.1	106	.	-1	.	1.2	1.2	-0.2	-5	-25
Cc1nnc(NC(=O)CSc2nnc(-c3ccco3)o2)s1	1	98	-9	-4	9	0.0	1.2	0.1	-2	0
CCCn1nc(C(=O)OCC(=O)Nc2cccc(OC)c2)c2ccccc2c1=O	1.1	84	10	3	-10	-0.4	1	-0.2	-6	-11
NC(=O)c1ccccc1NC(=O)c1ccccc1S(=O)(=O)c1ccccc1[N+](=O)[O-]	1.1	107	1	2	-1	-0.3	1.3	-0.6	-6	10
CCOc1ccc(NC(=O)COC(=O)C2(C)CC2(Cl)Cl)c([N+](=O)[O-])c1 (configuration not stated)	1	101	-3	-6	3	0.3	1.4	0.3	2	0
COC(=O)[C@@]1(Cc2ccc(F)cc2)[C@H]2c3cc(C(=O)N(C)C)n(Cc4ccc(OC(F)(F)F)cc4)c3C[C@H]2CN1C(=O)c1ccccc1	1	90	2	-5	-2	0.9	0.76	-0.2	-3	6
O=C(O)C1(c2cccc(Cl)c2)CCC1	1.1	106	10	-1	-10	0.2	1	-0.6	-7	5
COc1cc(CN2CCNC(=O)C2CC(=O)NCCC2=CCCCC2)cc(OC)c1 (configuration not stated)	1	104	-12	-3	12	0.3	0.94	-0.1	-2	4
COc1cc2c(cc1OC)C(C(=O)Nc1ccc3c(c1)OCCO3)C1c3ccccc3CCN1C2=O (configuration not stated)	1.1	100	-7	-5	7	-0.2	0.55	-0.1	-7	11
CCc1nnc(NC(=O)CSc2nnc(-c3ccc(O)cc3)n2C)s1	1	95	-9	-1	9	-0.4	1.1	0.1	-4	12
Cc1nn(-c2ccccc2)c(C)c1/C=N/NC(=O)c1cc(C(C)(C)C)[nH]n1	1	96	-2	-2	2	1.9	0.46	0.1	0	10
CCOC(=O)N1CCN(C(=O)CCCN2C(=O)CSc3nc(C)cc(C)c32)CC1	1.1	103	-11	-4	11	-2.7	1.1	-0.1	-14	13
O=C(CCN1C(=O)c2cccc([N+](=O)[O-])c2C1=O)Nc1nccs1	1	103	5	-1	-5	-0.3	1.2	-0.2	-2	-2
COc1ccccc1-c1cc2nc(C)c(CCC(=O)NC(C)CCc3ccco3)c(C)n2n1 (configuration not stated)	1	97	0	2	0	-0.8	0.69	-0.2	2	3
Cc1nc(N2CCN(c3ccccc3)CC2)[nH]c(=O)c1CCC(C)C	1	107	-3	9	3	0.2	1.1	0.1	-4	0
Cc1ccc(CSCCNC(=O)c2ccc(N(C)S(=O)(=O)c3ccccc3)cc2)cc1	1	93	4	1	-4	-1.5	0.82	-0.2	-2	10
COc1ccccc1NC(=O)Cn1nnc(-c2ccccc2NC(=O)c2cc3ccccc3oc2=O)n1	1	116	-31	1	31	-1.6	1.7	0.0	0	4
CCN1CCC2(CC1)N=C(c1ccc(F)cc1)C(=S)N2C(=O)c1ccc(C)cc1	1.1	111	11	-2	-11	0.8	1.2	-0.4	-6	-9
S=c1[nH]nc(C2CCCCC2)n1/N=C/C(Cl)=C\c1ccccc1	1.1	87	8	-8	-8	0.3	1.4	-0.1	-10	-38
CC(C)N(C(=O)c1ccc(C(=O)Nc2ccc([N+](=O)[O-])cc2)cc1)C(C)C	1	109	13	-5	-13	-0.8	1.1	0.9	0	2
O=C1c2ccccc2OCOc2ccccc21	1.1	106	13	0	-13	-0.6	1	0.1	-6	2
(next part)
SMILES	FLuc stim CS	STAT1 act	APP 5UTR inh	HMGR II inh	APP 5'UTR act	Redox H2O2 prof	NF-kB expr up	Hsp70 act	FLuc inhib CS	G6PDH CS
c1ccc(CCNc2nc(-c3ccccn3)cs2)cc1	0.8	142*	-122	-1	122	0.7	4.1*	0.0	25	22
COc1cc(NC(=O)CSc2nnc(C)s2)cc(OC)c1OC	1.1	108	4	2	-4	-0.4	0.95	0.2	-5	-5
Cc1nn(C)cc1NC(=O)Cn1nc(C(F)(F)F)cc1C1CC1	1	110	-2	-1	2	-0.2	1.1	-0.2	0	0
Cc1ccc(-c2cc[n+](Cc3ccccc3)cc2)cc1	1	77	-4	0	4	-0.6	1.1	-0.3	-3	8
N#CCSc1nnc(-c2ccc3c(c2)OCO3)o1	0.9	98	-8	1	8	-0.1	1.6	-0.4	7	8
O=C(NC(=S)N1CCOCC1)c1ccc([N+](=O)[O-])cc1	1	104	-18	2	18	0.2	0.94	-0.2	0	-1
O=c1oc(-c2ccc([N+](=O)[O-])cc2)nc2ccc(O)cc12	0.8	89	-4	1	4	0.5	1	0.2	15	3
Cc1ccc(NC(=O)CSc2ccc(-c3ccccn3)nn2)cc1	1	105	-2	1	2	-3.3	0.93	-0.1	3	-2
CCCNC(=O)CN(C)CC(=O)Nc1ccccc1C#N	1.1	95	-16	4	16	8.5	0.85	-0.3	-5	0
Cc1ccc(S(=O)(=O)c2nc(C)c3c(n2)CCC3)cc1	1	100	2	-2	-2	3.1	0.98	-0.1	1	-2
O=C1N(Nc2ccccc2)C(c2ccc(Br)cc2)C12CCCCC2 (configuration not stated)	1.1	100	-17	0	17	1.1	0.98	-0.2	-7	0
O=C(Nc1ccc(N2CCOCC2)cc1)C1CCN(S(=O)(=O)Cc2ccccc2)CC1	1	108	-6	-2	6	2.4	1.2	0.3	-1	1
CCC1(C(=O)c2ccc(Cl)cc2)C2c3ccccc3OC(=O)C21C(=O)Nc1ccccc1 (configuration not stated)	1	98	-19	-1	19	0.3	0.92	-0.5	-3	-6
CCn1c(CSc2ncccn2)nnc1SCC(=O)N1CCc2ccccc21	1	90	-1	-9	1	-0.3	1.1	-0.2	-1	4
COc1ccc(O)c(-c2c(-c3ccc(Cl)cc3)n[nH]c2C)c1	1	91	-7	-5	7	-3.6	0.8	-0.2	-5	9
Cc1cccc(C)c1NC(=O)CS(=O)CC(=O)Nc1ccc(F)cc1F (configuration not stated)	1.1	94	13	1	-13	0.3	0.97	-0.1	-8	2
O=C(N/C(=C\c1ccccc1Cl)C(=O)N1CCOCC1)c1ccc([N+](=O)[O-])cc1	1	103	-8	-5	8	0.2	1.1	-0.2	-1	6
Cc1ccc(SCC(=O)Nc2cc(C)on2)cc1	1.1	105	11	-1	-11	0.2	0.99	-0.1	-7	-1

Retrieved by compound from the list above (3):
SMILES	FLuc stim CS	STAT1 act	APP 5UTR inh	HMGR II inh	APP 5'UTR act	Redox H2O2 prof	NF-kB expr up	Hsp70 act	FLuc inhib CS	G6PDH CS
Cc1cccc(C)c1NC(=O)CS(=O)CC(=O)Nc1ccc(F)cc1F (configuration not stated)	1.1	94	13	1	-13	0.3	0.97	-0.1	-8	2
O=C1N(Nc2ccccc2)C(c2ccc(Br)cc2)C12CCCCC2 (configuration not stated)	1.1	100	-17	0	17	1.1	0.98	-0.2	-7	0
CCn1c(CSc2ncccn2)nnc1SCC(=O)N1CCc2ccccc21	1	90	-1	-9	1	-0.3	1.1	-0.2	-1	4

Bioassay records (PubChem BioAssay)

Not a hit list (roughly 5.3% active in at least one column).
